# Screening data from PubChem BioAssay.
# BLM helicase inh = blocks DNA unwinding by human BLM helicase | AID 2528 | recombinant BLM DNA unwinding, fluorescence dequenching | P54132 | hit rate 0.2% among 350,000 | Potency, µM (top dose mostly 56.1 µM), inactives show at the top dose activity change, negative = inhibition, most hits filed as inhibitors;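 also: plate controls were vehicle for no effect and no enzyme for full effect; nearly all actives have a fitted effect of over 35% in size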
# GLS inh = inhibitors of human glutaminase (GLS); O94925; GLS enzymatic activity, qHTS titration; Potency, µM (doses to about 45.5 µM), for the others: at the top dose activity change, negative = inhibition, hits mostly inhibitors; hit rate 0.21% among 410,000; also: % is scaled to controls: 0 for no effect and ±100 for the full control effect
#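 hKGA in 45 mM KH2PO4 (pH 8.2), 0.02% Tween-20 with compound, then 1mM L-Glutamine (stock as added) plus glutamate oxidase/HRP/Amplex red coupling mix. Fluorescence read initially and after 30 min at RT; signal change reflects glutamate formation.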
# JMJD2A Tudor inh = inhibitors of human JMJD2A Tudor domain; hit rate 4.4% among 390,000; AlphaScreen JMJD2A-Tudor / H3K4me3 peptide binding; O75164; Potency, µM (doses to about 114 µM), for the others: at the top dose activity change, negative = inhibition, hits mostly inhibitors; AID 504339; also: % is scaled to controls: 0 for no effect and ±100 for the full control effect; nearly all actives have a fitted effect of over 50% in size
# POLI inh = blocks human DNA polymerase iota activity; Q9UNA4; Pol iota fluorescent replication assay, 10 min; Potency, µM (top dose mostly 115 µM), for inactives: at the top dose activity, negative = inhibition, actives largely listed as inhibitors; hit rate 1% among 390,000; AID 588590
# Target sequence (Q9UNA4 whole entry, looked up): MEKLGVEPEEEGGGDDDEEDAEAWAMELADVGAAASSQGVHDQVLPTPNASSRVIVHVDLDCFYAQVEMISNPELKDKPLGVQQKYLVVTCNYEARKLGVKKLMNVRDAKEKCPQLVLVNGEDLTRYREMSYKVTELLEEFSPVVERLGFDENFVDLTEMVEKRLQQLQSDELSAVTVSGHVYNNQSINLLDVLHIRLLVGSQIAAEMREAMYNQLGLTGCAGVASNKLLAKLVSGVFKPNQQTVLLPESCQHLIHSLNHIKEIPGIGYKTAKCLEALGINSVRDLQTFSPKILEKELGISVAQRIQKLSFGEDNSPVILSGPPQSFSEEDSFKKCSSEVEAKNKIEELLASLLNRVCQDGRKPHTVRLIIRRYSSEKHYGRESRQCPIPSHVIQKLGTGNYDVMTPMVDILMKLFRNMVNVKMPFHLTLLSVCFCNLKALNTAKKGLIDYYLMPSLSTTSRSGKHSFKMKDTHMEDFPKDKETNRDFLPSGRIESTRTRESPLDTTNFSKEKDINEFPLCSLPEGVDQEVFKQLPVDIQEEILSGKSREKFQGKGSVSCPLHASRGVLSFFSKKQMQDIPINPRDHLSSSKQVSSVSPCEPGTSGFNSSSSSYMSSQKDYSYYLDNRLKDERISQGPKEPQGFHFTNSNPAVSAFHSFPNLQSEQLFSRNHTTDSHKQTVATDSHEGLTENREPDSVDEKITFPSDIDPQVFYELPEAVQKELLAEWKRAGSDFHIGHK
#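 Pol iota at 10 nM preincubated 15 min with compounds at room temperature; reaction started with fluorescent substrate, 50 nM final. Fluorescence read kinetically at 0 and 10 min; buffer-only wells as negative control.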
# Tb PGK inh = blocks T. brucei phosphoglycerate kinase | PGK/GAPDH coupled, Kinase-Glo luminescence, 60 min | Potency, µM (highest dose often 57.5 µM), inactives show top-dose activity change, negative = inhibition, hits mostly inhibitors | P07378 | AID 602233 | hit rate 0.043% among 380,000; also: % is scaled to controls: 0 for no effect and ±100 for the full control effect; nearly all actives have a fitted effect of over 60% in size
#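 Luminescent ATP detection (Kinase-Glo Plus) follows a 60-minute room-temperature incubation, with wells lacking PGK as controls. Buffer: 100 mM TEA (pH 7.6), 5 mM MgCl2, 0.01% Tween-20. Coupling enzyme GAPDH (100 nM final) supplies unstable 1,3-BPG in-well.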
# HP1b binding inh = inhibitors of HP1-beta chromodomain binding to methylated histone tails; P83916; AlphaScreen HP1-beta / biotin-H3K9me3 peptide binding; Potency, µM (titrated, usually from 114 µM), for inactives: at the highest dose activity change, negative = inhibition, actives largely listed as inhibitors; hit rate 0.56% among 390,000; AID 540317; also: nearly all actives have a fitted effect of over 70% in size; inactives centre near 23
# Target sequence (P83916 whole entry, looked up): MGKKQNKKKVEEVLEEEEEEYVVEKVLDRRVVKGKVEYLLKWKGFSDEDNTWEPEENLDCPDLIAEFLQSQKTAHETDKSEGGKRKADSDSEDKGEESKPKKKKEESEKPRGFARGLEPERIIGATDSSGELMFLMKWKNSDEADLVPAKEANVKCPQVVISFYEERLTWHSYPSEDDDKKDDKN
#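 HP1-beta protein (50 nM final) preincubated 30 min at room temperature with biotinylated H3(1-18)K9me3 peptide (50 nM) in PBS pH 7.4, 0.01% Tween-20, then compound added for 30 min. AlphaScreen streptavidin donor/nickel chelate acceptor beads (10 ug/mL final), 30 min dark, luminescence read.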
# BAZ2B inh = BAZ2B (human) inhibition. Potency, µM (top dose mostly 114 µM), without a hit: at the top dose activity change, negative = inhibition, usual class: inhibitors. hit rate 4.4% among 360,000. Q9UIF8. AlphaScreen BAZ2B-H3K14Ac peptide displacement; also: % is scaled to controls: 0 for no effect and ±100 for the full control effect; nearly all actives have a fitted effect of over 60% in size
#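 AlphaScreen displacement: compounds (up to 110uM) incubated 30 min at room temperature with a preformed 50 nM BAZ2B/50 nM biotinylated H3K14Ac peptide complex in PBS pH 7.4 with Tween-20. Donor and acceptor beads at 10 ug/mL final added, 20 min light-protected before reading.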
# G9a block = blocks human histone lysine methyltransferase G9a. G9a H3K9 monomethylation, AlphaScreen, 2 h. hit rate 8.8% among 350,000. AID 504332. Potency, µM (top dose mostly 102 µM), inactives show top-dose activity, negative = inhibition, actives largely listed as inhibitors; also: % is scaled to controls: 0 for no effect and ±100 for the full control effect; nearly all actives have a fitted effect of over 75% in size
#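 Enzyme 20 nM + cpd, 15 min RT; add b-H3K9 pep 500 nM / SAM 20 uM; 2 h RT; anti-H3K9me1 Ab 0.5 ug/mL + SA donor / anti-rabbit acceptor beads 20 ug/mL each, 10 min; AlphaScreen read.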
# Pin1 inh = blocks the human prolyl isomerase Pin1. Pin1 FP peptide displacement, HiFluor488, 10 min. Potency, µM (titrated, usually from 115 µM), inactives show at the top dose activity, negative = inhibition, actives largely listed as inhibitors. hit rate 0.009% among 390,000; active = well fitted inhibition curve with a large enough effect in the polarisation, with a control signal flat, not every such curve was filed as active; inconclusive = small, poorly fitted or top-dose-only effect, or effect the other way, or a change in a side signal; inactive = no such curve, though single readings can be large or run the other way; the % refers to the polarisation; also: % is scaled to controls: 0 for no effect and ±100 for the full control effect
# Target sequence (Q13526 whole entry, looked up): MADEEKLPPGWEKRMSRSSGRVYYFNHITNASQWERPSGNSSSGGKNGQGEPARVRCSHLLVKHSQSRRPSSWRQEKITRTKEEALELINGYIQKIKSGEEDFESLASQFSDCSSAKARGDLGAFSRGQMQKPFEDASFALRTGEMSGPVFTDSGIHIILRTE
# * = called active by the depositor; i = inactive; u = inconclusive; x = no result given; & = joins results of further samples; [ ] = remark or other dose. Unless noted, calls follow the shape of the dose curve; as a rule, active = well fitted curve in the direction sought with a large enough effect; inconclusive = small, poorly fitted or top-dose-only effect, or another doubt; inactive = no such curve, though single readings can be large; an effect the other way counts as inactive or inconclusive. Potency is read from the fitted curve at half-maximal effect. Some of the compounds tested; the hit share may differ from the screen's.
No. | BLM helicase inh | GLS inh | JMJD2A Tudor inh | POLI inh | Tb PGK inh | HP1b binding inh | BAZ2B inh | G9a block | Pin1 inh | Compound
1 | 4% | 7% | -15% | 13% | -2% | 26% | 7% | -9% | 60%[activator] | CC1CCN(S(=O)(=O)c2ccc3c(c2)oc(=O)n3CC(=O)N2c3ccccc3CC2C)CC1 (stereo unspecified)
2 | 1% | -5% | -9% | 10% | -4% | 23% | -12% | -38% | 1% | C/C(=C\c1ccccc1)C(=O)NCc1ccco1
3 | -4% | -2% | 14% | 21% | 0% | 81%[activator] | 6% | 56%[activator] | -2% | CCOC(=O)CN1C(=O)S/C(=C\c2ccc3c(c2)OCO3)C1=O
4 | -1% | 6% | -13% | -27% | -6% | 19% | 1% | -4%[59 µM] | -6% | CCn1cc(C2=NC(C(C)C)CO2)c2ccccc21 (stereo unspecified)
5 | 5% | 2% | 56µM* | u | -10% | 13% | 45µM* | 1%[12.7 µM] | 8% | C#CCOCCOCCOCCNc1nc(N2CCN(C(=O)[C@H](Cc3cc4ccccc4[nH]3)n3cc(C(N)CC(C)C)nn3)CC2)nc(N2CCN(C(=O)[C@H](CCC(=O)O)n3cc(C(N)[C@H](C)CC)nn3)CC2)n1 (stereo partly specified)
6 | -5% | 1% | 1% | -2% | -10% | 62%[activator] | -5% | u | -1% | Cc1ccc(S(=O)(=O)N2CCC(=O)N(CCOCc3ccc(F)cc3)CC2)cc1
7 | -10% | -13% | -5% | 16% | -6% | 70%[activator] | 2% | 85%[activator] | 39%[activator] | Cc1ccc(C)c(OCc2cc(C(=O)N3CCN(c4ccccc4C)CC3C)no2)c1 (stereo unspecified)
8 | 2% | -9% | -3% | 10% | -8% | 39%[activator] | 1% | u | 9% | CCCSc1nc2c(cnn2-c2ccccc2)c(=O)[nH]1
9 | 0% | 0% | -10% | 31%[activator] | -9% | 36% | -19% | 35% | 3% | Cc1nnc(SCC(=O)NC(C)(C)C)n1NCc1cccc(Br)c1
10 | -2% | 2% | -20%[57.1 µM] | 10% | -2% | 11% | -3% | 15%[2.33 µM] | u | CCCCCc1nc2c(=O)n(C)c3ccccc3c2o1
11 | 0% | -4% | -14% | 14% | 8% | 33% | -14%[57.1 µM] | 0% | 1% | CC(C)Oc1ccc(CNC(=O)Cn2ccc3cc(S(=O)(=O)N4CCCC4)ccc32)cc1
12 | 2% | 6% | -21% | 25% | i | 85%[activator] | -3% | 25%[59 µM] | 4% | Cc1cccc(OC(=O)c2cc(-c3ccc(Cl)cc3)on2)c1C
13 | 0% | -5% | -24% | 3% | -2% | 8% | 0% | 1%[12.7 µM] | -1% | Cc1ccc(S(=O)(=O)NC2=NCN(Cc3ccccc3)CN2)cc1
14 | -4% | 4% | -24% | 16% | 5% | 20% | -4% | 28µM* | 1% | O=C(CCc1ccccc1)NNC(=O)c1ccccc1Br
15 | -1%&-2% | -2%&1% | -18%&-10% | 7%&5% | -6%&6% | 53%&16% | 6%&-19% | u | 9%&-5% | CN1C(C(=O)Nc2ccc(F)cc2F)=CC(c2cccs2)=NS1(=O)=O
16 | x | -19% | -5% | 20% | -9% | 28% | x | x | -2% | CC1CCCC(NC(=O)COC(=O)COc2cccc(F)c2)C1C (stereo unspecified)
17 | -3% | -3% | -5% | 44%[activator] | 3% | 74%[activator] | 0% | -13% | -4% | O=C(CCNC(=O)C1CCN(S(=O)(=O)c2ccc(F)cc2)CC1)NCc1ccc(F)cc1
18 | -1% | -7% | -23% | 21% | -1% | 24% | -5% | 9% | 1% | Cc1noc(C)c1COc1ccc(C(=O)NCCc2ccccn2)cc1
19 | -7% | 0% | -5% | 98%[activator] | 6% | 48%[activator] | u | 7% | u | CNC(=S)N1N=C(c2cccs2)CC1c1ccc(OC)cc1 (stereo unspecified)
20 | 2% | 9% | -17% | u | i | 5% | -6% | -10%[59 µM] | 83%[activator] | N#C/C(=C\c1ccc(Br)cc1)c1nc(-c2cc3cc(Br)ccc3oc2=O)cs1
21 | -3% | 3% | -2% | 86%[activator] | 2% | 17% | -8% | -7% | 1% | COc1ccc(S(=O)(=O)N2CCC(C(=O)NCCCn3ccnc3)CC2)cc1C
22 | x | 1% | -13% | -25% | -8% | 20% | 0% | -10%[2.33 µM] | 1% | O=C(COC(=O)c1cc2ccccc2o1)NCc1ccco1
23 | -5% | 19% | -16% | -2% | -1% | 50%[activator] | 3% | -21%[59 µM] | 24% | Cc1cccc(CNC(=O)c2ccc(Cn3c(SCc4ccccc4)nc4cccnc43)cc2)c1
24 | x | -9% | u | u | 24% | -2% | x | x | 2% | COc1ccc(Cl)cc1C=CC=Nc1ccc(S(N)(=O)=O)cc1
25 | -5% | 3% | 0% | -7% | x | 28% | -9% | -31%[59 µM] | 6% | Cn1c(=O)c2c(nc(SCC(=O)Nc3ccc(F)c(F)c3)n2Cc2ccccc2F)n(C)c1=O
26 | 1% | -6% | -9% | 12% | -2% | 24% | -27% | 11% | -7% | CC(C)[C@H](NC(=O)N1CCn2c1nc1ccccc12)C(=O)NCc1ccco1
27 | -2% | -14% | 4% | 2% | -6% | 11% | 11% | 1% | 6% | O=c1c2ccccc2n(Cc2ccccc2F)c(=O)n1Cc1ccccc1F
28 | x | 32%[activator] | u | -17% | 2% | u | x | x | 0% | Nc1cc(S(=O)(=O)Nc2ccccc2Cl)ccc1N1CCCCC1
29 | -5% | 112%[activator] | -9% | 132%[activator] | -2% | 7% | -10% | -1%[59 µM] | -7% | CN(C)S(=O)(=O)c1ccc(C(=O)OCC(=O)Nc2cccnc2Cl)cc1
30 | -2% | 0% | -10% | u | 7% | 33% | -1% | -43% | -1% | COCCN1Cc2cccc(C(=O)NC(C)CCc3ccco3)c2C1=O (stereo unspecified)

# Some entries already given, reduced to Pin1 inh:
no. | smiles | Pin1 inh
11 | CC(C)Oc1ccc(CNC(=O)Cn2ccc3cc(S(=O)(=O)N4CCCC4)ccc32)cc1 | 1%
16 | CC1CCCC(NC(=O)COC(=O)COc2cccc(F)c2)C1C (stereo unspecified) | -2%

# The list goes on.
No. | BLM helicase inh | GLS inh | JMJD2A Tudor inh | POLI inh | Tb PGK inh | HP1b binding inh | BAZ2B inh | G9a block | Pin1 inh | Compound
31 | 5% | -8% | -5% | 38%[activator] | -1% | 18% | 0% | x | -4% | CCN1CCN(CCc2nc3cc([N+](=O)[O-])ccc3n2C)CC1
32 | 1% | 3% | 0% | 182%[activator] | 7% | 32% | -14% | x | -8% | CCC(C)(C)NC(=O)CN(C(=O)C(=O)Nc1ccc2c(c1)OCCO2)C(C)(C)CC
33 | -1% | x | -26% | -1% | -3% | 22% | u | -10% | 4% | Cc1cc(NC(=O)CSc2nc3ccccc3c(=O)n2CCCC(=O)NCc2ccco2)n[nH]1
34 | 2% | 28% | -31% | 17% | -16% | 1% | -17%[57.1 µM] | u | 3% | CCNC(=S)NNC(=O)c1cc(-c2ccc(OCC)cc2)nc2ccccc12
35 | -7% | -2% | -30% | -3% | 4% | 15% | -17% | -2%[59 µM] | 25% | COc1ccc(C(=O)Nc2ccc3c(c2)N(C2CCCC2)C(=O)c2ccccc2S3)cc1OC
36 | x | 2% | -6% | 55%[activator] | 7% | 31% | x | x | -1% | O=C1NC(=O)C(c2ccccc2)N1 (stereo unspecified)
37 | -6% | -2% | -17% | 5% | -22% | -2% | -8% | -1% | -5% | Cn1cccc1C(=O)NCCc1ccccc1
38 | 1% | 5% | -13% | 14% | i | 9% | -3% | 23% | -5% | O=C(Nc1ccc2oc(-c3cccnc3)nc2c1)c1ccc([N+](=O)[O-])o1
39 | u | -23% | 45µM* | 3.5µM* | -10% | -35% | 45µM* | u | x | CC1CCCCC1NC(=O)COC(=O)c1c2c(nc3ccccc13)/C(=C/c1ccco1)CC2 (stereo unspecified)
40 | -2% | -5% | -1% | 60%[activator] | 7% | 45%[activator] | -28% | u | 3% | CCOc1ccc(N2C(=O)CC(N(CCc3ccccc3)C(=O)/C=C/C(=O)O)C2=O)cc1 (stereo unspecified)
41 | 3% | 7% | -12% | 17% | i | 51%[activator] | 5% | 14% | 4% | C/C(=N\NC(=O)CCC(=O)Nc1ccc(C)c(C)c1)C1CC1
42 | -3% | -14% | -3% | u | -1% | 6% | -5% | 0% | -1% | Cc1nn(C)cc1/C=N/NC(=S)Nc1ccc(Cl)cc1Cl
43 | -6% | 33%[activator] | -7% | 22% | 1% | 30% | 8% | -45% | u | COc1ccc(OC)c(C2C(C(=O)Nc3cccnc3)=C(C)NC3=C2C(=O)CCC3)c1 (stereo unspecified)
44 | -3% | -5% | 2%[11.4 µM] | 3% | -5% | -14% | -5% | -5%[2.33 µM] | -3% | CCN(Cc1cc2ccccc2[nH]c1=O)C(=O)C1CCCCC1
45 | 0% | 6% | -26% | 4% | 7% | 5% | u | 11% | -4% | Cc1ccccc1NC1=NC(=S)N(c2ccccc2)C12CCCCC2
46 | -1% | -6% | 6% | -18% | -4% | 20% | -21% | -6% | -9% | Cc1ccc(NS(=O)(=O)c2ccc(OCC(N)=O)cc2)cc1
47 | -3% | -1% | -6% | -4% | -7% | 33% | -6% | 8% | -1% | Cc1cc(NC(=O)CCN2C(=O)/C(=C\c3ccccc3Cl)SC2=S)no1

# At a glance, 3 of the compounds above.
No. | BLM helicase inh | GLS inh | JMJD2A Tudor inh | POLI inh | Tb PGK inh | HP1b binding inh | BAZ2B inh | G9a block | Pin1 inh | Compound
45 | 0% | 6% | -26% | 4% | 7% | 5% | u | 11% | -4% | Cc1ccccc1NC1=NC(=S)N(c2ccccc2)C12CCCCC2
46 | -1% | -6% | 6% | -18% | -4% | 20% | -21% | -6% | -9% | Cc1ccc(NS(=O)(=O)c2ccc(OCC(N)=O)cc2)cc1
47 | -3% | -1% | -6% | -4% | -7% | 33% | -6% | 8% | -1% | Cc1cc(NC(=O)CCN2C(=O)/C(=C\c3ccccc3Cl)SC2=S)no1
